MITF primary = human MITF inhibition, primary screen | 650,000 tested, 0.91% active | AID 1259374 | inhibition, % at 2.6 µM | O75030 | AlphaScreen MITF homodimerization, bead proximity signal; in the data active = inhibition above about 50%;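 note: 0% = vehicle wells with protein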
FBW7 act = activators of human E3 ligase FBW7 | 650,000 tested, 0.13% active | AlphaScreen FBW7–phospho-cyclin E peptide binding, activator screen | normalized activity (activation), % at 26.1 µM | Q969H0; in the data active = normalized activity above about 1.9%;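 note: purified mutant Fbw7 with reduced substrate affinity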
Target sequence (Q969H0 whole entry, looked up): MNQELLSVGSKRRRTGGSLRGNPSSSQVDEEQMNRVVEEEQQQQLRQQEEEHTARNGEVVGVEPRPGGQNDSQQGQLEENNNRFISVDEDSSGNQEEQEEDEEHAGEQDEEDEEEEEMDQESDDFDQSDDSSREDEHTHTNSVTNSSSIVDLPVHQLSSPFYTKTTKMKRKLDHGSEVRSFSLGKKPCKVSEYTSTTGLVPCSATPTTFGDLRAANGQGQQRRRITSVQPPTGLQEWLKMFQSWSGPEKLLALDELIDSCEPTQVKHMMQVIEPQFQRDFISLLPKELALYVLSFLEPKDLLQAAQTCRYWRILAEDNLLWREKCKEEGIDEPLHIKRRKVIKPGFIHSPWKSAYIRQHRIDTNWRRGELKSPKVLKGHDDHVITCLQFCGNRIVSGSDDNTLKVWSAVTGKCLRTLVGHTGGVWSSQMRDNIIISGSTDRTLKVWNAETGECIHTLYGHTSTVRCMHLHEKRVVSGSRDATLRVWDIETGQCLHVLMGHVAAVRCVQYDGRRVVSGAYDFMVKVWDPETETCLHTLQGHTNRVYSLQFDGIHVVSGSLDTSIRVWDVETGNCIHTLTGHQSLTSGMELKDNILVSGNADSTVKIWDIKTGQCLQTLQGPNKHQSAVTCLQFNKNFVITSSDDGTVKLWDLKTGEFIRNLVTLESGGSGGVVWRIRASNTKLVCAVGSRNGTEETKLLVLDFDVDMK
TEAD-YAP block = TEAD-YAP interaction inhibition | HEK-TIYL cells, TEAD-Gal4/YAP UAS-luciferase luminescence | inhibition, % at 9.12 µM | 640,000 tested, 1.4% active | AID 1259422; in the data active = inhibition above about 32%;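 note: 0% = median of test compound wells and 100% = reference inhibitor wells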
GPR151 ag = activates the human receptor GPR151. PathHunter beta-arrestin GPR151 cells, luminescence. 650,000 tested, 1% active. Q8TDV0. activation, % at 11.2 µM; in the data active = activation above about 4.9%;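 note: 0% = median of compound wells and 100% = cells with positive control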
Numbers without * were called inactive.

Letter code – A = MITF primary; B = FBW7 act; C = TEAD-YAP block; D = GPR151 ag
1	Cc1csc(-c2cc3ccc(OCc4c(F)cccc4Cl)cc3oc2=O)n1
  A: 18; B: 0.3; C: -13; D: -0.4

2	COc1ccc(Cl)cc1C(=O)Oc1cc(C)[nH]c(=O)c1[N+](=O)[O-]
  A: 12; B: 1.4; C: -8; D: 0.1

3	COc1ccc(-c2c(C)c3cc(OCC(C)=O)ccc3oc2=O)cc1OC
  A: -16; B: -0.2; C: 7; D: -2.5

4	N#C/C(=C\c1cn(Cc2ccc(Cl)c(Cl)c2)c2ccccc12)c1nc2ccccc2n1Cc1ccc(Cl)cc1
  A: 15; B: 0.2; C: -1; D: -0.3

5	COc1cc(C(=O)N2c3ccccc3NC3=C(C(=O)CC(c4ccccc4)C3)C2c2cccc(Br)c2)cc(OC)c1OC (stereo not given)
  A: 7; B: 0.8; C: 3; D: 0.2

6	COC(=O)c1ccc(CN2CCCC(N3CCN(c4ccc(OC)cc4)CC3)C2)cc1 (stereo not given)
  A: -1; B: -0.2; C: 1; D: -0.2

7	CC(=O)N(CN1C(=O)c2cccc([N+](=O)[O-])c2C1=O)c1ccc(Cl)c(Cl)c1
  A: 16; B: 0.0; C: 0; D: 0.1

8	CC(C)c1ccc(NC(=O)c2ccc(F)c(S(=O)(=O)N3CCC4(CC3)OCCO4)c2)cc1
  A: 3; B: 0.0; C: 2; D: -0.2

9	CN1CCc2c(sc(NC(=O)c3ccc(S(=O)(=O)N4CCCc5ccccc54)cc3)c2C(N)=O)C1
  A: 1; B: -0.1; C: 0; D: 0.5

10	CC1(C)CC(NC(=O)C(=O)Nc2ccc(F)cc2)CC(C)(C)N1
  A: -8; B: 0.2; C: -2; D: 0.5

11	CCCNc1ncnc2c1nc(-c1ccc(N3CCOCC3)nc1)n2C(C)C
  A: 1; B: 0.1; C: -17; D: 1.1

12	CCCc1noc(CN2CCN(c3ccccc3F)CC2)n1
  A: 1; B: -0.2; C: -7; D: -2.2

13	N#Cc1c(-c2ccccc2)cc(N2CCN(C3CCCCC3)CC2)n2c1nc1ccccc12
  A: -19; B: -0.1; C: 0; D: 0.5

14	CC(C)CC(NC(=O)/C(=C\c1ccc(Cl)cc1)NC(=O)c1ccco1)C(=O)O (stereo not given)
  A: 13; B: -0.1; C: 8; D: -0.6

15	O=C(COc1ccc(Br)cc1)Nc1cc(Cl)ccc1O
  A: 8; B: -0.1; C: -20; D: 4.8

4 entries from above, ordered by formula weight, ascending:
Letter code – A = MITF primary; B = FBW7 act; C = TEAD-YAP block; D = GPR151 ag
15	O=C(COc1ccc(Br)cc1)Nc1cc(Cl)ccc1O
  A: 8; B: -0.1; C: -20; D: 4.8

1	Cc1csc(-c2cc3ccc(OCc4c(F)cccc4Cl)cc3oc2=O)n1
  A: 18; B: 0.3; C: -13; D: -0.4

7	CC(=O)N(CN1C(=O)c2cccc([N+](=O)[O-])c2C1=O)c1ccc(Cl)c(Cl)c1
  A: 16; B: 0.0; C: 0; D: 0.1

4	N#C/C(=C\c1cn(Cc2ccc(Cl)c(Cl)c2)c2ccccc12)c1nc2ccccc2n1Cc1ccc(Cl)cc1
  A: 15; B: 0.2; C: -1; D: -0.3

The list continues:
Letter code – A = MITF primary; B = FBW7 act; C = TEAD-YAP block; D = GPR151 ag
16	COc1ccc(Nc2ncnc3sc(C)cc23)cc1
  A: 18; B: -0.2; C: -34; D: -2.8

17	O=C(NNC(=O)C1CC1c1ccccc1)OCC1c2ccccc2-c2ccccc21 (stereo not given)
  A: 8; B: 0.0; C: 14; D: 1.4

18	CCOC(=O)C1CCCN(C(=O)C2CC(CCc3ccccc3)=NO2)C1 (stereo not given)
  A: -15; B: 0.1; C: 1; D: -0.5

19	C=CCN1C(=O)/C(=C\c2ccc(OCC)c(OC)c2)C(=O)NC1=S
  A: 0; B: -0.1; C: -6; D: 1.5

20	CCCCOC(=O)c1ccc(NC(=O)COc2ccc(Cl)c(C)c2)cc1
  A: 2; B: -0.2; C: -1; D: 1.7

21	CC1=C(C(=O)Nc2ccc(C)c(Cl)c2)C(c2cccc([N+](=O)[O-])c2)NC(=O)N1 (stereo not given)
  A: 14; B: 0.8; C: -11; D: 0.6

22	COc1ccc(Cl)cc1NC(=O)/C=C/c1cccc([N+](=O)[O-])c1
  A: 4; B: -0.2; C: 3; D: -0.4

23	COc1ccc(OC)c(CN2CCN(S(=O)(=O)c3ccc([N+](=O)[O-])cc3)CC2)c1
  A: 45; B: -0.2; C: 7; D: -0.1

24	C[C@@H](c1ccccc1)n1c(=O)[nH]c2ncc(-c3ccc(C(=O)N4CCOCC4)cc3)nc21
  A: 12; B: 2.0*; C: -8; D: 0.7

25	COCCNc1nc2nonc2nc1N1CCCC(COC)C1 (stereo not given)
  A: 5; B: 0.1; C: -16; D: 0.1

26	Cc1cccn2c(CN(C)CCn3ccnc3)c(C(=O)N(C)CCc3ccccc3)nc12
  A: 8; B: 0.1; C: 3; D: -0.4

27	CCOC(=O)c1sc(NC(=O)c2cc3ccccc3o2)c(C(=O)OCC)c1C
  A: 4; B: -0.1; C: 1; D: -0.8

28	CN(C)CCCN(CCCNC(=O)/C=N/O)Cc1ccccc1
  A: -27; B: 0.0; C: -11; D: -0.9

29	O=C(Cc1ccc(Cl)cc1)Nc1cccc(-c2cn3ccsc3n2)c1
  A: 10; B: 0.6; C: -17; D: 0.3

30	Nc1nonc1-c1noc(-c2cc([N+](=O)[O-])ccc2Cl)n1
  A: 22; B: 0.9; C: 8; D: -0.9

31	Cc1cc(C(=O)NC2(C)CCS(=O)(=O)C2)ccc1[N+](=O)[O-] (stereo not given)
  A: 10; B: -0.1; C: -1; D: 1.5

32	CCOC(=O)C(C)N1C(=O)S/C(=C/c2cc(C)n(-c3ccccn3)c2C)C1=O (stereo not given)
  A: 5; B: -0.2; C: -21; D: -1.1

33	Cc1ccc2nsnc2c1S(=O)(=O)NCCOC12CC3CC(CC(C3)C1)C2
  A: -1; B: -0.1; C: 5; D: -2.1

34	O=C(CN1CCN(c2ccccn2)CC1)N(Cc1ccccc1)Cc1ccccc1
  A: 91*; B: -0.3; C: -1; D: 0.6

35	COc1cc2c(cc1OC)CN(Cc1nc(N)nc(Nc3ccccc3C)n1)CC2
  A: -4; B: 0.1; C: -3; D: 1.5

36	COC(=O)c1ccccc1NC(=O)CNC(=O)c1ccc(OC)c(OC)c1
  A: 1; B: -0.3; C: 13; D: 1.4

37	COc1ccc(CCN2C(=O)CCC2(C)C(=O)NCc2cccnc2)cc1OC (stereo not given)
  A: -6; B: -0.1; C: 1; D: 1.8

38	O=C(CSc1nnc(Nc2ccccc2F)s1)NC(=O)CN1CCCC1=O
  A: 31; B: -0.1; C: 0; D: -9.8

39	CCCC(=O)Oc1ccc(C2C(C(=O)OCC)=C(N)OC3=C2C(=O)CC(C)(C)C3)cc1 (stereo not given)
  A: 3; B: 0.1; C: -1; D: -0.2

40	COc1ccc(-c2csc(C3=C(O)CN(CCc4ccccc4)C3=N)n2)cc1OC
  A: -5; B: 0.6; C: -1; D: 0.6

41	Cc1oc(-c2cccc(Cl)c2)nc1CS(=O)(=O)CC(=O)NCc1ccccc1
  A: 7; B: -0.1; C: -10; D: 0.1

42	COc1ccc(-n2nc([N+](=O)[O-])c(=Nc3ccc(C)c(C)c3)n2O)cc1
  A: 24; B: -0.4; C: -19; D: -0.5

43	O=C(O)CCCCCN1C(=O)C(O)=C(C(=O)/C=C/c2ccccc2)C1c1ccc(O)cc1 (stereo not given)
  A: 12; B: 0.0; C: 13; D: 0.6

44	CNC(=O)CCS(=O)(=O)Cc1ccccc1C
  A: 21; B: 0.1; C: -1; D: 0.0

45	COc1cccc(CN(C)c2nnnn2-c2ccccc2)c1
  A: 5; B: -0.1; C: 2; D: -0.5

2 compounds from above, reduced to GPR151 ag and MITF primary:
item	smiles	GPR151 ag	MITF primary
39	CCCC(=O)Oc1ccc(C2C(C(=O)OCC)=C(N)OC3=C2C(=O)CC(C)(C)C3)cc1 (stereo not given)	-0.2	3
40	COc1ccc(-c2csc(C3=C(O)CN(CCc4ccccc4)C3=N)n2)cc1OC	0.6	-5

Following part
Letter code – A = MITF primary; B = FBW7 act; C = TEAD-YAP block; D = GPR151 ag
46	CC(=O)Nc1nc(C)c(S(N)(=O)=O)s1
  A: 8; B: -0.1; C: 10; D: 0.5

47	CCOC(=O)N1CCN(c2cc(=O)n(C3CCCCC3)c(=O)[nH]2)CC1
  A: -23; B: -0.2; C: 1; D: -0.7

48	Nn1c(SCc2ccccc2Br)nnc1C(F)(F)F
  A: -2; B: -0.1; C: 3; D: 1.9

49	O=C(c1ccc(Cn2c(=S)[nH]c3ccc(Br)cc3c2=O)cc1)N1CCN(c2ccc(F)cc2)CC1
  A: -1; B: 0.0; C: 6; D: -0.3

50	CC(=O)c1ccc(NC(=O)c2cn(-c3ccccc3)nc2-c2ccc(Br)cc2)cc1
  A: -3; B: -0.1; C: -1; D: 1.8

51	O=C1C2C3C=CC(C3)C2C(=O)N1CCC(=O)N1c2ccccc2Sc2ccccc21 (stereo not given)
  A: 18; B: 0.2; C: 8; D: -0.1

52	CN1C(=O)C2(c3ccccc31)C(C(=O)NCCN1CCOCC1)CC1CCCN12 (stereo not given)
  A: -1; B: -0.3; C: -3; D: -0.8

53	O=[N+]([O-])c1cccc(-c2c[n+](=O)c3c(n2[O-])CCCC3)c1
  A: 10; B: 0.0; C: 10; D: 2.5

54	COc1cccc(-c2cnc3c(Nc4ccc(C(N)=O)cc4)nccn23)c1
  A: 4; B: 1.0; C: -21; D: -0.8

55	Cc1ccccc1NS(=O)(=O)c1ccc(OCC(=O)Nc2cccc([N+](=O)[O-])c2)cc1
  A: 10; B: 0.1; C: 0; D: 1.4

56	Cc1c(Cl)cccc1NCC(CC(=O)O)c1nc2ccccc2[nH]1 (stereo not given)
  A: 10; B: 0.2; C: 6; D: 0.6

57	O=C1OC(c2ccc(-c3ccccc3)cc2)=N/C1=C\c1cccc(F)c1
  A: -3; B: 0.0; C: -3; D: 0.0

58	CS(=O)(=O)N(CC(=O)NC1CCCCCC1)c1cccc([N+](=O)[O-])c1
  A: -13; B: 0.2; C: 3; D: 1.7

59	CCCCCCCNC(=O)c1cc(S(=O)(=O)N2CCC3(CC2)OCCO3)ccc1F
  A: 12; B: 0.9; C: 8; D: -1.1

60	CCN(Cc1ccccc1)C(=O)C1CCN(Cc2ccc(OC)c(OC)c2OC)CC1
  A: 43; B: -0.1; C: -4; D: -0.1

61	COC(=O)C1=C(C)NC2=C(C(=O)CC(C)(C)C2)C1c1ccccc1 (stereo not given)
  A: -1; B: -0.3; C: 3; D: 0.4

62	Cc1cccc2sc(NC(=O)CCCC(=O)O)nc12
  A: -7; B: 0.2; C: 13; D: -2.0

63	CCCC1CCC(c2ccc(C(=O)O)cc2)CC1 (stereo not given)
  A: 5; B: -0.1; C: 11; D: 0.0

64	CC(OC(=O)CSc1nnc(-c2ccco2)n1Cc1ccccc1)C(=O)NC(N)=O (stereo not given)
  A: -2; B: 0.1; C: 0; D: 3.7

65	COc1ccc(NC(=O)CN2C(=O)CCSc3ccccc32)c(OC)c1
  A: -7; B: 0.0; C: 16; D: 0.3

66	COc1cccc(N2C(=O)C(CC(=O)Nc3ccccc3)N(Cc3ccccn3)C2=S)c1 (stereo not given)
  A: 21; B: 0.2; C: 13; D: 0.5

67	Cn1c(Nc2nc3ccc(C(=O)NCc4nc5ccccc5[nH]4)cc3s2)nc2ccccc21
  A: 15; B: 0.0; C: -6; D: 3.6

68	CN(C)c1ccc(/C=C/C=N/NC(=O)Cc2ccc([N+](=O)[O-])cc2)cc1
  A: -14; B: 0.1; C: 1; D: 1.4

69	COc1ccc(Nc2nnc(-c3ccc(C)c(S(=O)(=O)N4CCOCC4)c3)c3ccccc23)cc1
  A: -4; B: -0.1; C: -5; D: 0.7

70	O=C(NC1CCN(Cc2nnnn2Cc2ccc(F)cc2)CC1)c1ccccc1Cl
  A: 9; B: 0.0; C: -4; D: 0.6

71	c1ccc(Nc2cc(Nc3ccncn3)ncn2)cc1
  A: 5; B: 0.0; C: -2; D: 1.9

72	CCOc1c(I)cc(C=O)cc1OC
  A: 9; B: 0.0; C: -3; D: -0.3

73	CCCCOc1ccc(C(=O)Nc2nc(-c3ccc(C)cc3C)cs2)cc1
  A: 5; B: -0.1; C: 7; D: 1.0

74	COCCCNC(=O)/C(C#N)=C/c1c(Oc2cc(C)cc(C)c2)nc2c(C)cccn2c1=O
  A: 14; B: 0.0; C: 33*; D: -1.4

75	COc1ccc(C[C@@H]2NC(=O)[C@H]3CNCCN3C2=O)cc1
  A: -12; B: -0.3; C: -5; D: 0.0

76	CC(=O)NCCn1c(C)cc2ccccc21
  A: 11; B: -0.1; C: 13; D: 1.8

77	O=C(CN1C(=O)c2cccc3cccc1c23)Nc1ccc2c(c1)OCO2
  A: 4; B: 0.0; C: 4; D: -0.6

78	NNC(=O)CN1CCCc2ccccc21
  A: 0; B: 0.0; C: -3; D: -0.6

79	COc1cccc(CNC(=O)c2cnc3ccccn23)c1
  A: -4; B: 0.7; C: -10; D: -0.6

80	CN(C)c1nc(Nc2ccc(Cl)c(Cl)c2)nc(N(C)C)n1
  A: 15; B: 0.1; C: 2; D: 1.4

81	CCOc1ccc(N(CC(=O)NC(C)(C)C)C(=O)CCC(=O)Nc2ccccn2)cc1
  A: 5; B: -0.2; C: 0; D: 0.0

Assay outcomes as filed in PubChem.
